Assay outcomes (PubChem BioAssay)
CHRM5 antagonist: blocks acetylcholine activation of human M5 receptor. CHO-hM5 cells, Fluo-8 calcium fluorescence, ACh EC80. P08912. inhibition, % at 3 µM. hit rate 0.59% among 360,000;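 active means inhibition above a per-plate cutoff, the mean of that plate's test compounds plus 3 SD, cut at about 27% in these data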;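 further: 0% = acetylcholine EC80 with DMSO and 100% = DMSO without agonist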
Target sequence (P08912 whole entry, looked up): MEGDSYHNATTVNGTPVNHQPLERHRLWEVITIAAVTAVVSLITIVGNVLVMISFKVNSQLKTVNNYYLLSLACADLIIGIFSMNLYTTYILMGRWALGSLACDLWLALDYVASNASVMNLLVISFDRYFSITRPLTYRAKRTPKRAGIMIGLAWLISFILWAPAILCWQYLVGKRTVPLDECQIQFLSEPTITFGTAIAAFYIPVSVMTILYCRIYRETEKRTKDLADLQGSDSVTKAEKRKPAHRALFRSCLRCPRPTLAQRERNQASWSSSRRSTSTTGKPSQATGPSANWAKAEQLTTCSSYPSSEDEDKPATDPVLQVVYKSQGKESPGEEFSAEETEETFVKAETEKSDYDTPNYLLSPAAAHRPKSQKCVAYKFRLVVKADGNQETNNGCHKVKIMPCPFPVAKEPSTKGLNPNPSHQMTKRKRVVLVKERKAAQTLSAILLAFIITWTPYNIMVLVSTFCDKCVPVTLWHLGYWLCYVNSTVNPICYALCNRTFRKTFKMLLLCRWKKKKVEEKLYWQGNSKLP
M1 antag: human CHRM1 antagonism. P11229. CHO-K1 hM1, Fluo-8 calcium fluorescence, ACh EC80 antagonist. inhibition, % at 3 µM. hit rate 1.3% among 360,000;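 active means percent inhibition above its own plate's cutoff, namely the mean of that plate's compound wells plus 3 SD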;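 further: peak over basal fluorescence ratio during 140 s after agonist addition; 0% = ACh EC80 plus DMSO and 100% = DMSO alone without agonist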
M5 ag: agonists of human muscarinic M5 receptor (CHRM5); P08912; CHO-K1 hM5 cells, Fluo-8 calcium fluorescence; 0% DMSO wells, 100% maximal acetylcholine response; activation, % at 3 µM; hit rate 0.19% among 360,000;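 active means activation above the run's mean over test compounds plus 3 SD, cut at about 23% in these data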;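 further: signal is peak over basal fluorescence ratio across the kinetic read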
CHRM4 agonist: agonists of human muscarinic M4 receptor (CHRM4); P08173; CHO-K1 hM4/Gqi5, Fluo-8 calcium fluorescence; vehicle 0%, full acetylcholine response 100%; activation, % at 3 µM; hit rate 0.14% among 360,000; AID 624127;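 active means activation above the run mean over all test wells plus 3 SD, cut at about 32% in these data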;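 further: peak over basal fluorescence ratio per well then scaled between controls; 0% = DMSO wells and 100% = acetylcholine at EC100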
CHRM4 antagonist: CHRM4 antagonism in calcium assay; P08173; CHO-hM4 cells, ACh EC80, Fluo-8 calcium fluorescence; inhibition, % at 3 µM; hit rate 0.73% among 360,000; AID 624125;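 active means inhibition above its plate's cutoff, the mean inhibition of sample wells plus 3 SD, cut at about 27% in these data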;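 further: 0% = acetylcholine EC80 with DMSO and 100% = DMSO without agonist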
M1 PAM: positive allosteric modulators of human M1 muscarinic receptor; P11229; AID 588819; hit rate 0.088% among 360,000; activation, % at 3 µM; CHO-K1 hM1, Fluo-8 calcium fluorescence, ACh EC20; 0% = ACh EC20, 100% = maximal ACh; in the data active means activation above about 19%, passing the limit was not always enough
M1 ag: activates human CHRM1 receptor | P11229 | CHO-K1 hM1, Fluo-8 calcium fluorescence, agonist mode; 0% DMSO, 100% acetylcholine EC100 | activation, % at 3 µM | hit rate 0.33% among 360,000;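 active means activation above the run's mean compound activation plus 3 SD, cut at about 16% in these data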;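 further: peak over basal fluorescence ratio within a 140 s kinetic read after compound addition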
TAAR1 ag: agonists of human TAAR1; activation, % at 3 µM; Q96RJ0; hit rate 0.99% among 360,000; AID 624467; CHO RD-HGA16 TAAR1, Fluo-8 calcium fluorescence; vehicle wells 0%, saturating PEA agonist 100%;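 active means activation above the mean activation of all test compounds in the run plus 3 SD, cut at about 38% in these data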
Target sequence (Q96RJ0 whole entry, looked up): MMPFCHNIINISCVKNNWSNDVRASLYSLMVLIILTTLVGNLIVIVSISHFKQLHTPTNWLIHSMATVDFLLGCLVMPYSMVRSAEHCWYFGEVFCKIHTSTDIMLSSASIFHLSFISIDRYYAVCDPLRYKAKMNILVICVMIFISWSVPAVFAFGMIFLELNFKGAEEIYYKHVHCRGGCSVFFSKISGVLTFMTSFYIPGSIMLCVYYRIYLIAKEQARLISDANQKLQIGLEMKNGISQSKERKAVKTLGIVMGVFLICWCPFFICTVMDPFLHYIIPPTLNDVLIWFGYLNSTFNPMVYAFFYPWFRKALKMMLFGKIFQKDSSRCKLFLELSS
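Assay system – CHO-derived RD-HGA16 cells with stable Gα16 and human TAAR1 · Compound dosing – one-point dosing at 3 µM (nominal) · Incubation – 17-24 h seeding, 75 min 37 °C dye, 30 min RT · Measured by – kinetic Fluo-8 calcium fluorescence · Control set – DMSO vehicle as 0%, PEA at EC100 as 100% · Repeats – single well for each compound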
M5 PAM: CHRM5 positive allosteric modulation; P08912; CHO-K1 hM5, Fluo-8 calcium, ACh EC20 PAM; 0% = ACh EC20, 100% = ACh EC100; activation, % at 3 µM; hit rate 0.3% among 360,000; AID 624038;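 active means activation above the run cutoff, the mean activation of all test compounds plus 3 SD, cut at about 18% in these data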
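System: CHO-K1 cell line with stable human muscarinic M5 receptor expression | Also added: EC20 acetylcholine as agonist stimulus | Compound: One concentration, 3 µM final (nominal) | Timing: Fluo-8 loading 80 min at 37 °C plus 30 min room temperature | Measured by: Fluo-8 calcium dye fluorescence, kinetic read | Read-out basis: % activation, ACh-normalized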
Active calls of the source: *.

1: Cc1nc(Nc2ccc(F)cc2)nc(Nc2ccc(F)cc2)c1[N+](=O)[O-]
2: C/C(=N\NC(=O)CNc1cccc(Cl)c1C)C1CC1
3: COc1cccc(S(=O)(=O)Nc2ccc(C(O)(C(F)(F)F)C(F)(F)F)cc2)c1
4: COC(=O)c1c(NC(=S)NNS(=O)(=O)c2ccc(OC)cc2OC)sc2c1CCCCCC2
5: Cc1cc2occ(CC(=O)NC3=NCCS3)c2cc1C(C)C
6: Cc1nc(NCc2cccnc2)c2c3c(sc2n1)CC(C)CC3 (stereo unspecified)
7: O=C(Nc1ccc(N2CCN(Cc3ccccc3F)CC2)cc1)c1ccc([N+](=O)[O-])o1
8: O=C(CCOc1ccccc1)Nc1ccc(S(=O)(=O)Nc2ncccn2)cc1

compound no.	1	2	3	4	5	6	7	8
CHRM4 agonist	0	1	3	0	1	0	9	1
M5 ag	-4	-3	-2	-5	-2	-4	-1	0
M1 ag	-2	-4	-2	-2	-5	-5	-2	-2
CHRM5 antagonist	-1	11	3	-9	5	0	-7	6
M1 antag	-1	-1	-14	-8	-1	-7	0	-4
M5 PAM	2	-1	-4	-4	0	0	1	7
TAAR1 ag	-2	-1	8	2	2	6	3	5
CHRM4 antagonist	3	8	-2	-25	11	4	-3	2
M1 PAM	-2	4	2	4	1	7	-1	8

Random excerpt: three entries already listed
3: COc1cccc(S(=O)(=O)Nc2ccc(C(O)(C(F)(F)F)C(F)(F)F)cc2)c1
8: O=C(CCOc1ccccc1)Nc1ccc(S(=O)(=O)Nc2ncccn2)cc1
2: C/C(=N\NC(=O)CNc1cccc(Cl)c1C)C1CC1

compound no.	3	8	2
CHRM4 agonist	3	1	1
M5 ag	-2	0	-3
M1 ag	-2	-2	-4
CHRM5 antagonist	3	6	11
M1 antag	-14	-4	-1
M5 PAM	-4	7	-1
TAAR1 ag	8	5	-1
CHRM4 antagonist	-2	2	8
M1 PAM	2	8	4

The listing picks up; the 4 compounds before the break are reprinted first.
5: Cc1cc2occ(CC(=O)NC3=NCCS3)c2cc1C(C)C
6: Cc1nc(NCc2cccnc2)c2c3c(sc2n1)CC(C)CC3 (stereo unspecified)
7: O=C(Nc1ccc(N2CCN(Cc3ccccc3F)CC2)cc1)c1ccc([N+](=O)[O-])o1
8: O=C(CCOc1ccccc1)Nc1ccc(S(=O)(=O)Nc2ncccn2)cc1
9: Cc1ccc(-c2nc3ccccc3[nH]2)cc1NC(=O)/C=C/c1ccco1
10: CCCOC(=O)C(C)n1cnc2sc(C)c(C)c2c1=O (stereo unspecified)
11: COc1ccccc1/C=N/NC(=O)CNC(=O)c1ccccc1
12: COc1ccccc1NC(=O)Nc1nnc([C@@H]2C[C@H](O)[C@@H](CO)O2)s1
13: O=C(CCCn1cnc([N+](=O)[O-])n1)Nc1cccc(Cl)c1Cl
14: CCOc1ccc(N(CC(=O)Nc2nccs2)S(=O)(=O)c2c(C)noc2C)cc1
15: CN(Cc1cccs1)C(=O)CCCc1c[nH]c2ccccc12
16: CCN(CC)S(=O)(=O)c1ccc(C(=O)NCC(=O)N/N=C/c2ccccc2OC)cc1

compound no.	5	6	7	8	9	10	11	12	13	14	15	16
CHRM4 agonist	1	0	9	1	4	1	1	1	1	0	1	5
M5 ag	-2	-4	-1	0	-1	-2	0	0	-1	1	0	-3
M1 ag	-5	-5	-2	-2	-7	-4	-3	1	1	-2	-5	-1
CHRM5 antagonist	5	0	-7	6	0	1	3	-2	-4	-1	-16	16
M1 antag	-1	-7	0	-4	0	-21	-2	-12	-13	13	-1	-3
M5 PAM	0	0	1	7	-13	2	-5	-2	-1	-4	0	-5
TAAR1 ag	2	6	3	5	6	4	2	2	1	-1	1	6
CHRM4 antagonist	11	4	-3	2	2	-7	9	-10	-10	-6	-3	8
M1 PAM	1	7	-1	8	-4	0	1	11	5	-6	4	-1

17: CC1Cc2ccccc2N1C(=O)c1cnsn1 (stereo unspecified)
18: CC(=O)C1CCN(Cc2ccccc2)CC1
19: Cc1nnc(N2CCC(C(=O)N3CCCCCC3)CC2)c2nn(-c3ccc(Cl)cc3)c(C)c12
20: Oc1c(CN2CCCC2)cc(COCc2ccccc2)c2cccnc12
21: Cc1ccc(N2C(=O)S/C(=C/c3cn(C)c4ccccc34)C2=O)cc1
22: Cn1c(=O)n(CCOc2ccc([N+](=O)[O-])cc2)c2ccccc21
23: COc1ccc(C(=O)NC(C)c2nnc(SCC(=O)Nc3nc(C)cs3)n2C)cc1 (stereo unspecified)
24: O=C(c1cccc(Cl)c1)C1CCCN(S(=O)(=O)c2ccccc2)C1 (stereo unspecified)

compound no.	17	18	19	20	21	22	23	24
CHRM4 agonist	-1	1	1	0	1	4	1	6
M5 ag	-4	-3	-9	-6	-5	-12	2	-3
M1 ag	-7	-4	-6	-9	-3	-8	-3	-2
CHRM5 antagonist	2	-4	-8	8	5	-13	-5	-10
M1 antag	-26	-4	30	-8	2	10	-4	18
M5 PAM	0	-2	0	-3	-2	7	-1	0
TAAR1 ag	12	8	-1	7	0	18	1	-1
CHRM4 antagonist	5	-7	-9	1	-3	5	-5	-4
M1 PAM	-3	7	-20	9	-1	-6	-1	-8

25: O=C1NC(=O)c2cc(NC(=O)C3CCCCC3)ccc21
26: Cc1cccc(CNC(=O)C2CCC(=O)N(CCc3cccc(F)c3)C2)n1 (stereo unspecified)
27: CCOC(=O)C(CCCCCOc1ccc([N+](=O)[O-])cc1)C(=O)OCC
28: COc1cc(C(=O)NCC(C)C)c([N+](=O)[O-])cc1OC
29: CCP(=O)(c1cccc([N+](=O)[O-])c1)c1cccc([N+](=O)[O-])c1
30: O=C(CSC1=NS(=O)(=O)c2cc(F)ccc2N1)Nc1ccccc1F
31: Cc1oc(-c2ccccc2F)nc1CN1CCC(C(=O)NCc2ccco2)CC1
32: O=C(OCc1nc2ccccc2s1)[C@@H]1CCCN1S(=O)(=O)c1ccccc1F

compound no.	25	26	27	28	29	30	31	32
CHRM4 agonist	5	1	4	0	1	0	1	10
M5 ag	0	1	0	-3	-2	-2	0	1
M1 ag	-6	-1	-5	-3	-3	3	-4	2
CHRM5 antagonist	-3	-4	12	-4	-1	3	2	-5
M1 antag	-14	-11	31	-5	-16	-18	4	-3
M5 PAM	3	5	-16	4	13	-1	-1	-10
TAAR1 ag	4	7	6	6	0	0	5	13
CHRM4 antagonist	0	-6	10	7	-9	-10	2	-12
M1 PAM	10	18	-26	8	9	3	-4	-4

33: CCN(CC)C(=O)c1[nH]cnc1C(=O)Nc1ccccc1F
34: S=C(NCCCc1ccccc1)Nc1ccccc1
35: COc1ncc(-c2cccc3nccn23)c(OC)n1
36: Cc1cccn2c(=O)c3cc(C(=O)N4c5ccccc5CC4C)n(C)c3nc12 (stereo unspecified)
37: O=C(CCN1CCCCC1)c1ccccc1
38: Cc1cccc(SCc2noc(C(=O)NC(C)C)c2C(=O)O)c1
39: CCCCn1c(N)c(N(CC)C(=O)c2ccc(-c3ccc(Cl)cc3)o2)c(=O)[nH]c1=O
40: CCCS(=O)(=O)NC(=O)C1(C)CCCN(C(=O)Cc2ccc3ccccc3c2)C1 (stereo unspecified)

compound no.	33	34	35	36	37	38	39	40
CHRM4 agonist	1	6	0	1	0	0	-1	0
M5 ag	1	3	1	-2	0	1	-4	1
M1 ag	-3	-1	-3	-5	-3	-3	-3	1
CHRM5 antagonist	-14	-9	-5	-10	0	-5	4	-11
M1 antag	-17	-2	-18	-1	5	-7	-5	-3
M5 PAM	10	5	-2	6	-1	6	1	6
TAAR1 ag	2	2	3	7	18	14	4	1
CHRM4 antagonist	-7	7	-18	-3	-1	-3	-3	-4
M1 PAM	8	2	7	1	-1	4	7	6

41: CN(/N=C/c1c[nH]c2ccccc12)c1cnn(-c2ccc(F)c(Cl)c2)c(=O)c1Cl
42: CCOc1c(Cl)cc(/C=C/C(=O)N(CC)CC(=O)NCc2cccs2)cc1OC
43: CCOC(=O)/C(=N/Nc1ccc(OC)cc1)Sc1nnc(CCc2ccccc2)n1-c1ccccc1
44: CCOc1cc2[nH]c(=S)n(CCN3CCCCC3CC)c(=O)c2cc1OCC (stereo unspecified)
45: CCc1ncc(CN2CCCCC2C(=O)Nc2ccc(Oc3ccccc3)nc2)cn1 (stereo unspecified)
46: Cc1csc2nc(CSc3nncn3-c3ccccc3)c(Br)n12
47: CCC1CCCCN1CCCNS(=O)(=O)c1ccc2c(c1)oc(=O)n2C (stereo unspecified)
48: CCn1c(CNC(=O)COc2c(C)cccc2C)nnc1SCC(=O)Nc1nccs1

compound no.	41	42	43	44	45	46	47	48
CHRM4 agonist	-1	3	0	0	2	1	0	1
M5 ag	1	-4	-6	-2	-6	-5	-3	0
M1 ag	-5	-2	-10	-6	-6	-4	-5	-3
CHRM5 antagonist	1	8	0	0	9	-1	14	1
M1 antag	-6	-4	-8	13	1	-8	23	-3
M5 PAM	-1	-9	-2	2	0	-1	-3	0
TAAR1 ag	0	2	2	6	2	4	5	5
CHRM4 antagonist	2	-6	-2	6	-13	12	-1	5
M1 PAM	-6	5	6	-3	1	5	-9	2

49: CC(C)(C)NC(=O)Nc1ccc(Br)cc1
50: O=C(NN1C(=O)/C(=C\c2cccnc2)SC1=S)c1ccco1
51: Cc1ccc(NC(=O)CCc2c(C)[nH]c(=O)c(C#N)c2C)cc1
52: Cc1ccc(-c2nnc(Nc3ccc(C(=O)N(C)C)cc3)c3ccccc23)cc1S(=O)(=O)NC(C)(C)CO
53: Cc1csc(=O)n1CC(=O)OCC(=O)NNC(=O)c1ccccc1
54: COCc1c(C(=O)N2CCN(CCOc3ccccc3)CC2)oc2ccccc12
55: CCc1ccc(-n2c(SCC(=O)NC3CCS(=O)(=O)C3)nc3ccccc3c2=O)cc1 (stereo unspecified)
56: COc1ccc(C(CNC(=O)C2CCN(S(=O)(=O)c3ccc(F)cc3)CC2)N(C)C)cc1 (stereo unspecified)
57: Cc1ccccc1Cn1c(C)c(C(=O)NCC(C)C)sc1=O
58: Cn1ccc(-c2ccccc2)c(C#N)c1=O
59: COCCNC(=O)c1cc2c(s1)-c1ccc(Cl)cc1SC2

compound no.	49	50	51	52	53	54	55	56	57	58	59
CHRM4 agonist	7	0	0	0	0	3	3	0	1	2	0
M5 ag	1	0	-3	2	-4	0	4	-4	0	1	-6
M1 ag	-5	0	-3	-3	2	-5	-3	-10	-6	-5	-6
CHRM5 antagonist	-12	5	3	-2	8	2	-1	11	2	3	10
M1 antag	-6	-5	-1	-10	-10	-2	9	13	-15	8	-13
M5 PAM	-5	1	0	8	-3	-5	2	-6	0	-2	-3
TAAR1 ag	14	1	-2	4	1	1	1	1	-1	1	-3
CHRM4 antagonist	-13	5	7	4	3	-7	2	-2	-1	-8	8
M1 PAM	1	9	5	5	12	6	-2	-11	3	-6	2

Not all compounds are listed, so the mix of outcomes need not match the whole.
